# VEEV TC-83 Vero = inhibitors of VEEV TC-83 cytopathic effect, confirmation, Vero cells (AID 588727) | Vero cells, VEEV TC-83 cytopathic effect inhibition; higher % means a stronger effect | inhibition, % at 20 µM, or IC50 in µM where a hit was titrated | 350,000 compounds, 0.13% hits; in the data active = a potency from the dose series; inconclusive = inhibition mostly from about 14% at the one dose, without a potency; inactive = the rest, 99 in 100 with inhibition below about 12%; also: strong numbers were not always called active
# tuberculosis growth = growth inhibition of non-replicating M. tuberculosis (AID 488890); Mycobacterium tuberculosis non-replicating, growth inhibition; higher % means a stronger effect; inhibition, % at 25 µM; hits with a dose series show IC50 in µM; 320,000 compounds, 0.39% hits; in the data active = a potency from the dose series; inconclusive = inhibition mostly from about 82% at the one dose, without a potency; inactive = the rest, 99 in 100 with inhibition below about 76%;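 also: plate controls were DMSO cells for no effect and high antibiotic wells for full effect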
# PhoP GFP inhibition = PhoP regulon inhibitors, Salmonella typhi PhoP promoter GFP reporter, confirmatory (AID 1850); Salmonella Typhi PhoP-promoter GFP reporter, fluorescence, 4 h; higher % means a stronger effect; inhibition, % at 50 µM, or IC50 in µM where a hit was titrated; 310,000 compounds, 0.33% hits; in the data active = a potency from the dose series; inconclusive = inhibition mostly from about 25% at the one dose, without a potency; inactive = the rest, 99 in 100 with inhibition below about 19%;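 also: 0% = induced wells with vehicle and 100% = uninduced wells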
# M. tuberculosis HTS = M. tuberculosis growth inhibition, HTS (AID 449762) | 330,000 compounds, 0.59% hits | one-dose inhibition, % at 25 µM; IC50 in µM for titrated hits | M. tuberculosis H37Rv growth inhibition, 7H9 media; higher % means a stronger effect; in the data active = a potency from the dose series; inconclusive = inhibition above about 70% without an active follow-up result;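 also: bacterial growth assessed after seven days of incubation; strong numbers were not always called active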
# influenza NS1A = H1N1 influenza NS1A inhibitors, functional cell based assay (AID 504329); NS1A functional cell-based assay, percent inhibition; higher % means a stronger effect; inhibition, % at 12.5 µM; hits with a dose series show IC50 in µM; 340,000 compounds, 0.3% hits; in the data active = a potency from the dose series; inconclusive = inhibition above about 27% without an active follow-up result; also: strong numbers were not always called active
# VEEV TC-83 Vero 10K pilot screen = second read-out of VEEV TC-83 Vero, no call of its own (marks repeat the call); inhibition, %; measured here: 10K pilot screen inhibition
# The depositor's hits bear a star; i = inactive; ? = inconclusive; / = not tested or not shown.
SMILES,VEEV TC-83 Vero,tuberculosis growth,PhoP GFP inhibition,M. tuberculosis HTS,influenza NS1A,others
O=C(N/C(=C\c1ccc(F)cc1)C(=O)N1CCCCCC1)c1ccccc1,0.9%,-9%,2%,-6%,-8%,
COc1ccccc1NC(=O)c1cnc(SCC(=O)NCCc2ccccc2)n(C)c1=O,0.6%,1%,6%,2%,-5%,
COc1ccc(NC(=O)c2ccc3c(c2)OCO3)cc1Cl,0.8%,6%,-12%,-6%,2%,
CC1CCCCC1NCC(=O)Nc1ccccc1C(=O)Nc1ccccc1 (stereo not drawn),1.6%,19%,/,10%,1%,
Cc1cccc(CSc2nnc(-c3ccco3)o2)c1,0.3%,0.67µM*,2%,4%,-2%,
CCN(CC(=O)Nc1ccccc1OC)C(=O)CN1C(=O)NC(C)(c2ccccc2)C1=O (stereo not drawn),1.1%,8%,/,-3%,5%,
O=S1(=O)N=C(N(CCO)/N=C/c2ccccc2F)c2ccccc21,12%,-6%,6%,5%,18%,
C=CCNC(=O)/C(C#N)=C/c1cn(-c2ccccc2)nc1-c1ccc(OC)c([N+](=O)[O-])c1,0.9%,9%,-4%,4%,-5%,VEEV TC-83 Vero 10K pilot screen=2.3
O=C(COC(=O)C1CC1)Nc1ccccc1Sc1ccccc1,0.7%,72%,-5%,11%,-9%,
Cc1cccnc1NC(=O)c1ccc(C(=O)c2ccccc2)cc1,7.5%,8%,5%,-1%,-10%,
Cc1n[nH]c(C)c1S(=O)(=O)N1CCc2ccccc2C1,0.7%,2%,-15%,7%,0%,
COc1ccc(-n2nc3c(N4CCC(C(=O)NCc5ccco5)CC4)nnc(C)c3c2C)cc1,i,30%,-16%,2%,5%,
O=C(NCc1cccc(C(F)(F)F)c1)C1CCCN(c2ncccn2)C1 (stereo not drawn),3.1%,13%,2%,-3%,0%,
CSCc1c(C(=O)Nc2ccc3c(c2)OCO3)oc2ccccc12,0.4%,10%,0%,2%,16%,
O=C(Cc1ccc([N+](=O)[O-])cc1)N/N=C/c1cccs1,4.1%,-14%,-3%,1%,-7%,
COc1ccc(C2N(c3ccc(OC)cc3)C(=S)N3CCCN23)cc1 (stereo not drawn),0.2%,0%,-3%,7%,-8%,
O=C(c1ccccc1)C(Cn1cncn1)C(Sc1ccccc1)c1ccccc1 (stereo not drawn),i,2%,2%,7%,10%,
COc1ccc(NC(=S)NC(NC(=O)c2cccc(Cl)c2)C(Cl)(Cl)Cl)c([N+](=O)[O-])c1 (stereo not drawn),9.4%,-19%,-8%,2%,-1%,
CCOc1ccc2[nH]c(=O)c(CN(CCO)C(=O)CC)cc2c1,1.3%,-3%,7%,-4%,-1%,
Cc1oc(-c2cccs2)nc1CS(=O)CC(=O)NCCCOC(C)C (stereo not drawn),i,3%,12%,-8%,-3%,
CN(C)C(CN=C1NS(=O)(=O)c2ccccc21)c1ccco1 (stereo not drawn),0.1%,-7%,8%,-3%,9%,
COc1ccc(Cc2nnc(SCC(=O)NCC3CCCO3)o2)cc1 (stereo not drawn),0.3%,77%,-10%,17%,9%,
N#Cc1ccccc1NC(=O)COC(=O)c1cccs1,0.1%,17%,/,6%,-23%,
Cc1cccc(-c2nnc(SCC(=O)NC3CC3)n2C)c1,0.7%,18%,-16%,-2%,-12%,
COc1ccc(OCCCn2c(=O)oc3ccccc32)cc1,1.5%,67%,8%,38%,7%,
# The list goes on.
SMILES,VEEV TC-83 Vero,tuberculosis growth,PhoP GFP inhibition,M. tuberculosis HTS,influenza NS1A,others
COc1ccc(-c2cc(O)cc(O)c2)cc1,i,6.2µM*,0%,99%,21%,
CC1(C)SC(=S)N(Cc2ccc3c(c2)OCO3)C1N(O)C(=O)NC1CCCCC1 (stereo not drawn),1.8%,33%,-2%,-2%,4%,
Cc1ccc(CCN2CC(C(=O)NCc3ccco3)CC2=O)cc1 (stereo not drawn),0.1%,-3%,4%,-11%,3%,VEEV TC-83 Vero 10K pilot screen=0.2
COc1ccccc1NS(=O)(=O)c1cccc(C(=O)NNC(=O)c2ccc(NC(C)=O)cc2)c1,0.9%,-2%,/,-12%,-10%,
Cc1cccc(NC(=S)NCC23C=CC(O2)C2C(=O)N(c4ccc(Cl)cc4)C(=O)C23)c1 (stereo not drawn),0.1%,67%,-2%,0%,18%,
CN1CCC(N(C)C(=O)c2cccc(S(=O)(=O)N3CCc4ccccc43)c2)CC1,0.3%,7%,/,5%,14%,
CC(=O)c1cc(C#N)c(NCc2ccccc2)nc1C,1.6%,0%,-1%,-2%,6%,
CC1(C)COC(c2cc([N+](=O)[O-])ccc2Cl)=N1,1.0%,-9%,-4%,-2%,-9%,
COc1ccc(S(=O)(=O)N(C)C[C@H]2Oc3ccc(NC(=O)Nc4ccc5c(c4)OCO5)cc3C(=O)N([C@H](C)CO)C[C@@H]2C)cc1,9.8%,27%,/,?,-2%,
COc1ccc(-c2noc(CCC(=O)Nc3cccnc3)n2)cc1,0.7%,66%,-2%,43%,3%,
COc1cc2c(cc1OC)CN(Cc1cc(=O)n3c(-c4ccccc4)csc3n1)CC2,2.8%,36%,0%,-2%,-8%,
CC(C)(C)NC(=O)C(c1ccc(F)cc1)N(Cc1ccco1)C(=O)Cn1nnc(-c2cccs2)n1 (stereo not drawn),1.4%,1%,-6%,0%,11%,
C=CCn1c(SCC(=O)N2CCCC2)nc2scc(-c3cccs3)c2c1=O,i,-2%,2%,-3%,-7%,
CC(C)(O)CN(C(=O)C(c1ccccc1)c1ccccc1)C1CCCCC1,1.8%,/,/,/,-6%,
Cc1nc(=O)c(-c2ccccc2)c(C)n1Cc1ccccc1,1.1%,5%,-4%,7%,0%,
CCCc1cc(=O)[nH]c(SC/C=C/c2ccccc2)n1,0.6%,70%,-9%,0%,/,
C=CCNc1nc(Nc2ccc(OC)cc2OC)nc(OCC)n1,2.3%,-5%,1%,6%,8%,
CC(=O)COc1ccc2c(c1C)O/C(=C\c1ccco1)C2=O,1.5%,18%,13%,3%,-5%,
Cc1ccccc1S(=O)(=O)N1C[C@H]2CON(C)[C@H]2C[C@H]1c1cccc(-c2ccc(C#N)cc2)c1,i,/,/,/,-9%,
O=C(Cc1ccc(F)cc1)Nc1ccc(Cl)cn1,i,i,-3%,3%,-5%,
Cc1ccc(OC(=O)CCS(=O)(=O)c2ccc(C)cc2)cc1,7.8%,i,-7%,-11%,5%,
COc1ccc(-c2[nH]ncc2CN(C)Cc2cnccn2)c(OC)c1,i,10%,0%,-3%,2%,
O=C(CCNC(=O)c1ccccc1)Nc1ccc(F)c(Cl)c1,i,1%,-10%,-1%,8%,
N#Cc1ccc(OCC(=O)Nc2nc(-c3ccncc3)cs2)cc1,i,/,/,-1%,7%,
COc1ccc(C)cc1NC(=O)CSc1ccc(Cl)cc1,1.1%,?,-4%,15%,2%,
# Next part.
SMILES,VEEV TC-83 Vero,tuberculosis growth,PhoP GFP inhibition,M. tuberculosis HTS,influenza NS1A,others
O=C1CN(C(=O)COc2ccc(Br)cc2Br)c2ccccc2N1,0.8%,-2%,-1%,-8%,7%,
O=C(c1cc(S(=O)(=O)N2CCOCC2)ccc1F)N1CCN(Cc2ccccc2)CC1,3.0%,2%,-1%,-3%,-5%,
Cc1ccc(NC(=O)c2ccc(OC(=O)c3ccco3)cc2)cc1,1.3%,37%,-9%,24%,5%,
S=C1SCN(CC2CC2)CN1CC1CC1,2.6%,?,0%,46%,-26%,
CC(=O)c1ccc(NC(=O)N[C@@H](Cc2ccccc2)C(=O)O)cc1,6.2%,-19%,-1%,-7%,-5%,
COc1ccc(S(=O)(=O)N2CCC(C(=O)NCC3CCCO3)CC2)cc1Cl (stereo not drawn),0.7%,-9%,7%,-13%,6%,
COc1ccc(C2/C=C\CN(C(=O)Nc3ccccc3)CC(=O)N2Cc2ccc(F)cc2)cc1 (stereo not drawn),9.1%,16%,2%,-4%,4%,
Cc1ccc(NC(=O)CSc2ccc3c(c2)OCCO3)c(O)c1,7.1%,6%,-2%,-1%,0%,
CCn1cc(C(=O)NC(C)C2CC3CCC2C3)cn1 (stereo not drawn),0.6%,/,-10%,-2%,-2%,
COCCCn1c(SCC(=O)NC2CCS(=O)(=O)C2)nnc1-c1ccc(Cl)cc1 (stereo not drawn),1.4%,-15%,/,7%,-4%,
CCCCN(CC)C(=O)CSc1nc2c(sc(=S)n2-c2ccc(OCC)cc2)c(=O)[nH]1,3.1%,/,/,/,-5%,
CCOc1cc(NC(=S)NCCCN2CCOCC2)c(OCC)cc1NC(=O)c1ccccc1C,i,15%,1%,12%,2%,
O=[N+]([O-])c1ccc(N2CCN(c3ccccc3)CC2)nc1,2.1%,22%,2%,-5%,5%,
Cc1cccc(N(C(=O)c2snc(C(N)=O)c2N)C(C(=O)NCC2CCCO2)c2cccs2)c1 (stereo not drawn),3.9%,20%,-10%,-3%,13%,
CCOC(=O)CN1C(=O)N[C@@H](c2cccc(F)c2)C(C(C)=O)=C1C,0.5%,6%,-22%,0%,0%,
Cn1c(N)c(C(=O)Nc2ccccc2)c(=O)[nH]c1=O,/,-22%,7%,-2%,/,
CCCc1nn(C)c(C(=O)Nc2ccc(CC)cc2)c1Cl,0.5%,21%,12%,?,-10%,
COc1ccc(NS(=O)(=O)c2ccc(NC(=O)c3ccccc3Br)cc2)nn1,0.3%,3%,10%,2%,-2%,
S=c1[nH]nc(COc2ccccc2)n1/N=C/c1ccccc1Br,2.0%,-1%,0%,6%,-35%,
CN(C)c1ccc(-n2cccc2/C=C/[N+](=O)[O-])cc1,12%,33%,23%,42%,23%,
Cc1ccc(C(=O)C(C)OC(=O)C2CCN(c3ccc(C(F)(F)F)cn3)CC2)cc1 (stereo not drawn),4.7%,/,/,/,-1%,
CNCc1ccccc1Sc1ccc(OC)cc1,1.1%,-20%,4%,13%,1%,
Cc1ccc(SCCN2CCN(C)CCC2=O)cc1,0.5%,/,/,/,5%,
Cc1ccc(CNc2ncc(-c3ccccc3)n2C)o1,1.5%,76%,-5%,0%,-17%,
COc1cc(NC(=O)c2ccc(OCc3c(C)noc3C)c(OC)c2)cc(OC)c1,7.3%,21%,/,-6%,0%,
# Going on with the list.
SMILES,VEEV TC-83 Vero,tuberculosis growth,PhoP GFP inhibition,M. tuberculosis HTS,influenza NS1A,others
CC(C)CC(CCc1ccccc1)OS(N)(=O)=O (stereo not drawn),0.6%,30%,-13%,13%,-4%,
Cc1ccc2c(c1)N(C(=O)CCC(=O)NCC(C)c1ccccc1)CC(C)O2 (stereo not drawn),2.2%,9%,6%,-9%,7%,
COc1ccccc1N1CCN(/N=C/c2ccc(O)c(O)c2)CC1,/,-9%,-7%,27%,/,
Cc1nnc(N)s1,0.6%,11%,-4%,-1%,-1%,
O=C(CCCn1c(=O)[nH]c2ccccc2c1=O)N1CCN(c2ccccn2)CC1,1.5%,/,-12%,-2%,1%,
Cn1c(=O)c2c(nc(N/N=C/c3ccncc3)n2Cc2ccccc2)n(C)c1=O,0.9%,27%,1%,-2%,2%,
CSCCC(NC(=O)c1ccccc1Br)C(=O)NC(C)CCc1ccccc1 (stereo not drawn),3.6%,-1%,-3%,-14%,10%,
CN(C)c1ncc(S(=O)(=O)c2ccccc2)c(N)n1,i,-3%,-5%,-6%,-4%,
Cc1ccc(C(=O)N2CCN(S(=O)(=O)c3sc(C(=O)O)c(C)c3C(=O)O)CC2)s1,0.2%,-4%,/,3%,-4%,
COc1ccc(N(C)C(=O)c2cc3c(s2)-c2ccc(Cl)cc2S(=O)(=O)C3)c(OC)c1,3.2%,2%,-1%,10%,-6%,
CCc1nc2ccccc2c(C(=O)Oc2ccc(C(=O)OC)cc2)c1C,0.5%,?,-9%,24%,-6%,
N#CC1(N2CCN(C(=O)c3ccccc3)CC2)CCCCC1,0.1%,-6%,-6%,-4%,-14%,

# Some of these compounds in order of count of non-hydrogen atoms, ascending:
SMILES,VEEV TC-83 Vero,tuberculosis growth,PhoP GFP inhibition,M. tuberculosis HTS,influenza NS1A,others
COc1ccc(OCCCn2c(=O)oc3ccccc32)cc1,1.5%,67%,8%,38%,7%,
Cc1ccc(NC(=O)CSc2ccc3c(c2)OCCO3)c(O)c1,7.1%,6%,-2%,-1%,0%,
COc1ccc(Cc2nnc(SCC(=O)NCC3CCCO3)o2)cc1 (stereo not drawn),0.3%,77%,-10%,17%,9%,
O=C(c1ccccc1)C(Cn1cncn1)C(Sc1ccccc1)c1ccccc1 (stereo not drawn),i,2%,2%,7%,10%,
Cc1ccc(C(=O)C(C)OC(=O)C2CCN(c3ccc(C(F)(F)F)cn3)CC2)cc1 (stereo not drawn),4.7%,/,/,/,-1%,
CC(C)(C)NC(=O)C(c1ccc(F)cc1)N(Cc1ccco1)C(=O)Cn1nnc(-c2cccs2)n1 (stereo not drawn),1.4%,1%,-6%,0%,11%,

# Source: PubChem BioAssay (Southern Research Specialized Biocontainment Screening Center)
